Source: PubChem
IDE act: boosts human insulin-degrading enzyme activity in HEK cells | FAbeta-B cleavage, fluorescence polarization; 0% vehicle, 100% cell-free pure enzyme wells | activation, % at 5.96 µM | actives 0.073% (n = 340,000) | AID 493087;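 active means activation above the mean of all tested compounds plus 3 SD, set per screening campaign, cut at about 17% in these data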
Target sequence (P14735 whole entry, looked up): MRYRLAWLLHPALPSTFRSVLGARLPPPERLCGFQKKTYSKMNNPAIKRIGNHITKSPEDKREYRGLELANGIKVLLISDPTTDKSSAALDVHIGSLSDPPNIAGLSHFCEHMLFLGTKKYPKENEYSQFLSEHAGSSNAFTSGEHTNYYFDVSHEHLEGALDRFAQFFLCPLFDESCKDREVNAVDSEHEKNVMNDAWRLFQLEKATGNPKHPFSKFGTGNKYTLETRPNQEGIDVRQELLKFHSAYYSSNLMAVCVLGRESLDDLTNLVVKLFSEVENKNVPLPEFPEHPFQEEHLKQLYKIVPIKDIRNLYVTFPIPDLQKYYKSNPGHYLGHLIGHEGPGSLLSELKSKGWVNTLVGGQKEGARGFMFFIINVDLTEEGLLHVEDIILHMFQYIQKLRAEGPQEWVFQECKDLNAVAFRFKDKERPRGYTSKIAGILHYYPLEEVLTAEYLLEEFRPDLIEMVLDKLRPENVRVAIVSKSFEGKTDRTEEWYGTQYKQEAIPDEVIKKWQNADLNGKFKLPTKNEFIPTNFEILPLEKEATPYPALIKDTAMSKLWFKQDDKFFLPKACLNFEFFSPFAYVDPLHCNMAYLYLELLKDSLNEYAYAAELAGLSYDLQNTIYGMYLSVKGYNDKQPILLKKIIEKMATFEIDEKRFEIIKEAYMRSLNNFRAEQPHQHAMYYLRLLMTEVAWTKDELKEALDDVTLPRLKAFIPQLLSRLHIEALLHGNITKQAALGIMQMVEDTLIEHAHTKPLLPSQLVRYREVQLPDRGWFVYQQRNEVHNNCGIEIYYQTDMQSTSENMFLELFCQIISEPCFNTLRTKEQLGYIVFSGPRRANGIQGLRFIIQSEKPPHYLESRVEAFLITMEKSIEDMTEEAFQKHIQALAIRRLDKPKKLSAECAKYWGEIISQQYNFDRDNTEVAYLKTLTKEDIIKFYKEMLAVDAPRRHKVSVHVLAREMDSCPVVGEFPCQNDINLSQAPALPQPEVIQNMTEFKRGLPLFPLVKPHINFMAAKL
VIM-2 inh: blocks Pseudomonas aeruginosa VIM-2 metallo-beta-lactamase; purified VIM-2, nitrocefin hydrolysis, epi-absorbance fluorescence; inhibition, % at 5.6 µM; actives 0.89% (n = 290,000);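 active means inhibition above the mean of all tested compounds plus 3 SD, cutoff set per screening run, cut at about 7.5% in these data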;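 further: red hydrolysis product quenches plate fluorescence so inhibitors raise well fluorescence; 0% = enzyme with DMSO and 100% = DMSO without enzyme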
IMP-1 inhibitor: blocks Pseudomonas aeruginosa IMP-1 metallo-beta-lactamase | purified IMP-1, nitrocefin hydrolysis, epi-absorbance fluorescence | inhibition, % at 5.6 µM | actives 0.45% (n = 290,000) | AID 1556;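 active means inhibition above the mean plus 3 SD of all compounds in the same screening run, cut at about 4.5% in these data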;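 further: 0% = IMP-1 with DMSO and 100% = DMSO wells lacking enzyme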
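System: Purified recombinant IMP-1 metallo-beta-lactamase enzyme | Measured by: Fluorescence quenching readout, ex 480/em 530 nm | Replication: Singlicate | Incubation: 15 min preincubation plus 25 min reaction at 25 °C | Evaluation: Percent inhibition from optical density relative to buffer-blank wells | Benchmarks: DMSO with and without IMP-1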
IDE inh: inhibitors of human insulin-degrading enzyme in cells. HEK cells, FAbetaB cleavage, fluorescence polarization. actives 0.41% (n = 320,000). inhibition, % at 5.59 µM. P14735;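 active means percent inhibition above the average of all tested compounds plus 3 SD, set per screening campaign, cut at about 16% in these data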;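 further: IDE supplied by intact live HEK cells; FP after avidin binding of uncleaved biotin substrate so inhibition keeps polarization high; 0% = DMSO wells and 100% = 60 µM reference IDE inhibitor Ii1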
SUMO HTRF inh: blocks human SUMOylation mediated by UBC9 | P63279 | HTRF SUMOylation assay, SAE1/SAE2 + UBC9, in vitro | inhibition, % at 35 µM | actives 0.36% (n = 290,000); in the data active means inhibition above about 50%, passing the limit was not always enough; further: strong numbers were not always called active
CRFBP-R2 block: blocks CRF-induced signaling of the CRF-BP/CRF-R2 complex | actives 0.59% (n = 350,000) | inhibition, % at 11.8 µM | AID 588475 | HEK293 CRF-R2/CRF-BP, CRF-induced calcium fluorescence;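 active means inhibition of the ligand-induced calcium signal above about 50% at the single tested concentration, limit read from the data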
pCIP destab: compounds decreasing mouse p/CIP protein stability. Q05BA5. decrease of EGFP signal, % at 10 µM. actives 0.01% (n = 290,000). AID 1984. F442A p/CIP-EGFP cells, EGFP fluorescence, 16 h;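 active means EGFP signal decrease of at least 30% at 10 µM or well 3 SD below plate mean, unless failing retest; inactive means the rest, including hits failing retest or dose response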; further: some compounds called inactive have numbers as strong as hits; many of its hits are not listed in these tables
GalR3 antag: antagonists of human GalR3; HEK293 GalR3-CNG cAMP membrane potential fluorescence; galR3 body fused to GalR1 C-terminus; inhibition, % at 3 µM; actives 0.44% (n = 360,000); AID 651719;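 active means inhibition above the screen-wide average plus 3 SD, cut at about 13% in these data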;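 further: forskolin and galanin both at EC90 stimulate the cells; cAMP rise reported by CNG channel membrane potential dye signal; 0% = forskolin plus galanin with DMSO and 100% = forskolin alone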
NS3 helicase inh: inhibitors of Hepatitis C virus NS3 helicase. NS3 helicase DNA unwinding, Cy5 molecular beacon fluorescence. actives 0.56% (n = 290,000). inhibition, % at 10.9 µM;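 active means inhibition above the mean of all tested compounds plus 3 SD, set per campaign, cut at about 35% in these data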;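 further: 0% = DMSO wells and 100% = thioflavine S control wells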
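Compound dosing – single dose, 10.9 µM nominal final, DMSO 0.8% final · System – NS3 helicase fragment of HCV · Buffer or medium – MOPS pH 6.5, MgCl2, DTT, Tween20, BSA · Signal – Cy5 beacon fluorescence read at start and 1 h · Also added – annealed dual-labelled DNA beacon duplex, ATP-started · Schedule – 1 h at 25 °C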
Starred values were filed as active, the others as inactive; / = not tested or not shown.

canonical_smiles | pCIP destab | CRFBP-R2 block | GalR3 antag | VIM-2 inh | SUMO HTRF inh | NS3 helicase inh | IDE inh | IMP-1 inhibitor | IDE act
COc1ccccc1N1CCN(Cc2ccc(Br)o2)CC1 | -31 | 8 | -3 | 1.6 | 3 | -7 | 6 | 0.1 | 4
NS(=O)(=O)c1ccc(NC(=O)c2cccc(Cl)c2)cc1 | 2 | 2 | -4 | -2.0 | 9 | 9 | 5 | -2.9 | -7
CC(=O)NN1C(=O)c2ccc(Oc3ccc([N+](=O)[O-])cc3)cc2C1=O | -27 | 8 | -1 | -4.4 | 22 | 1 | 0 | -2.4 | 2
C=CC[C@H](CC(=O)N(CCO)Cc1ccccc1)C(=O)N[C@@H](COC(=O)[C@@H](CC=C)Cc1ccc(F)cc1)Cc1c[nH]c2ccccc12 | / | 14 | -7 | / | / | / | 2 | / | 5
O=C(O)C1CC=CCC1C(=O)Nc1ccc(N2CCN(Cc3ccccc3)CC2)cc1 (stereo not drawn) | -8 | -6 | -2 | 2.2 | 15 | -1 | 0 | -5.4 | 8
c1ccc(CNc2ncnc3c2ncn3C2CCCCO2)cc1 (stereo not drawn) | -4 | -18 | -2 | -3.9 | -4 | -2 | 9 | -4.4 | -3
O=C1c2ccccc2C(=O)N1CN(C(=O)COc1ccccc1)c1ccccc1 | -4 | 11 | 0 | -3.2 | 7 | -4 | -8 | -1.8 | -3
COc1ccc(OC)c(NC(=O)c2cn(C)c(=O)c3cc(OC)c(OC)cc23)c1 | -6 | -14 | 0 | 0.7 | -5 | 0 | 0 | -3.1 | -2
O=C(O)c1ccccc1-c1nc2cc(Cl)ccc2c(=O)n1O | 14 | -14 | 8 | -1.2 | 14 | -4 | 1 | -0.2 | 4
CS(=O)(=O)N(CC(=O)N1CCCCCC1)c1cccc([N+](=O)[O-])c1 | -1 | -6 | -8 | -4.7 | 10 | 0 | 7 | -3.5 | 7
COc1ccc(CN2CCC(Oc3cc(C(=O)NC4CC4)ccc3OC)CC2)c(O)c1 | 0 | 6 | -1 | -1.7 | 1 | 8 | 7 | -2.3 | 6
O=C(O)c1ccccc1NC(=O)c1ccccc1Nc1ccccc1 | -12 | 52* | -3 | -0.2 | 12 | -8 | 4 | -2.7 | 7
O=C(CSc1nnc(-c2ccccc2O)o1)Oc1ccc(Br)cc1 | -1 | 11 | -4 | -2.5 | -3 | -8 | 0 | -3.0 | 3
CC1CCN(S(=O)(=O)c2ccc(NC(=O)[C@@H]3CCCN3C(=O)c3cccs3)cc2)CC1 | / | -9 | -3 | / | / | / | -5 | / | -1
O=C(C1CC1)N1CCC(c2nc(-c3ccc(S(=O)(=O)N4CCCC4)cc3)no2)CC1 | 1 | 10 | -9 | -5.5 | 17 | 1 | 1 | -3.4 | 10
CCC(CC)NC(=O)c1ccc2nc[nH]c2c1 | -6 | -9 | -1 | -1.6 | 12 | 1 | 1 | 0.5 | 4
Cc1noc(C)c1COc1ccc(C(=O)OCC(=O)NCCN2C(=O)CSC2=O)cc1 | -3 | 11 | -3 | -3.1 | 3 | -5 | 0 | -2.5 | -8
COc1cc(SC)ccc1C(=O)N1CC(C)OC(C)C1 (stereo not drawn) | -12 | 10 | -3 | 0.4 | -6 | 3 | 4 | -2.9 | 2
O=[N+]([O-])c1ccc(O)c2ncccc12 | 4 | 13 | -1 | -2.3 | -13 | 0 | 4 | -2.1 | 6
C=CCn1cc(C(=O)N2CCN(C)CC2)c(=O)c2cc(S(=O)(=O)N3CCCC3)ccc21 | -6 | -9 | 0 | 3.1 | 11 | -4 | 0 | -1.1 | 1
COC(=O)c1ccc(N2OC3(C)C=CC2CC3)cc1 (stereo not drawn) | 2 | 4 | -4 | 0.8 | 3 | -4 | -10 | -1.1 | 3
N#Cc1cc(N)ccc1-n1cccc1 | 8 | 12 | -7 | -3.0 | 9 | 1 | 5 | -2.9 | 2
Nc1ccc(NC(=O)c2cccc(C(=O)Nc3ccc(N)cc3Cl)c2)c(Cl)c1 | 1 | -8 | -9 | -1.1 | 14 | 7 | -2 | -0.5 | 2
COc1ccc(-c2nc(Cc3ccc(Cl)cc3)no2)cc1OC | -5 | 23 | -1 | -3.1 | -8 | -5 | -7 | -0.6 | 8
COc1ccc(CNCCc2ccc([N+](=O)[O-])cc2)c(OC)c1OC | 2 | -11 | -6 | -1.5 | 2 | -11 | 0 | 2.5 | -2
O=C1N(c2ccccc2C(F)(F)F)OC1(Cc1ccccc1)c1ccccc1 (stereo not drawn) | / | 4 | -2 | / | / | / | 1 | / | -2
CCOC(=O)c1oc2ccccc2c1CSc1nnnn1-c1ccc(C)cc1 | -2 | 15 | -7 | -3.0 | -41 | 1 | -3 | -2.9 | 4
CN(C(=S)NC(=O)C1CC1)c1ccc(O)cc1 | / | -3 | -8 | / | / | / | 4 | / | 4
CNC(=O)NCCN1CCCC1=O | -4 | 0 | -1 | -2.7 | -13 | 9 | 1 | -4.1 | 2
COc1cc(C)nc(OCCNC(=O)COc2ccc(Cl)cc2C)n1 | 1 | 11 | -2 | -1.9 | 3 | -4 | 5 | -1.6 | 4

Sorted by length of the SMILES (low to high): three of the compounds above.
canonical_smiles | pCIP destab | CRFBP-R2 block | GalR3 antag | VIM-2 inh | SUMO HTRF inh | NS3 helicase inh | IDE inh | IMP-1 inhibitor | IDE act
O=C(CSc1nnc(-c2ccccc2O)o1)Oc1ccc(Br)cc1 | -1 | 11 | -4 | -2.5 | -3 | -8 | 0 | -3.0 | 3
COc1ccc(CNCCc2ccc([N+](=O)[O-])cc2)c(OC)c1OC | 2 | -11 | -6 | -1.5 | 2 | -11 | 0 | 2.5 | -2
O=C(C1CC1)N1CCC(c2nc(-c3ccc(S(=O)(=O)N4CCCC4)cc3)no2)CC1 | 1 | 10 | -9 | -5.5 | 17 | 1 | 1 | -3.4 | 10

(listing goes on)
canonical_smiles | pCIP destab | CRFBP-R2 block | GalR3 antag | VIM-2 inh | SUMO HTRF inh | NS3 helicase inh | IDE inh | IMP-1 inhibitor | IDE act
C=C(C)CSc1nnc(-c2cc(OC)c(OC)c(OC)c2)n1N | -5 | 18 | -4 | -0.5 | 6 | -4 | 6 | 0.3 | 1
Cc1cccc(Oc2nc3c(c(=O)n(C)c(=O)n3C)n2C)c1 | -1 | -17 | -8 | -0.6 | 9 | 5 | -3 | -3.0 | 2
CCCOC(c1ccccc1)(c1ccc(C(F)(F)F)cc1)C(Oc1nc(C)cc(C)n1)C(=O)O (stereo not drawn) | 3 | 15 | -6 | 1.6 | 4 | 25 | 4 | -1.7 | -3
O=C(COc1ccccc1)Nc1ccc(S(=O)(=O)N2CCCCCC2)cc1 | -2 | -64 | -6 | -1.4 | -19 | 8 | 0 | -3.3 | -1
CC(C)CN1C(=O)C(=O)N(CC(=O)NC2CCCc3ccccc32)C1=O (stereo not drawn) | -29 | 9 | -2 | -2.5 | 6 | 0 | -3 | -2.4 | 6
CCc1cn(C2CC(O)C(CO)O2)c(=O)[nH]c1=O (stereo not drawn) | / | -11 | -2 | / | / | / | -2 | / | 4
COc1ccc(Cn2ccnc2SCC(=O)Nc2nnc(C)s2)cc1 | 2 | 1 | -2 | -3.8 | 15 | -5 | -1 | -2.2 | 6
C=CCOC(=O)CCP(=O)(CCC(=O)OCC=C)c1ccccc1 | -5 | 9 | 2 | -2.2 | 2 | -1 | -7 | -1.4 | 1
COc1ccccc1NS(=O)(=O)c1ccc(OC)c([N+](=O)[O-])c1 | -4 | -6 | -8 | -2.7 | 9 | 2 | -3 | -3.6 | 0
CCCCn1c2c(c3ccccc31)CCc1nonc1-2 | 9 | -6 | -4 | -2.2 | -2 | -6 | 1 | -4.0 | 1
Clc1ccc(CN2CCSCC2)c(Cl)c1 | -11 | 8 | -2 | -1.2 | 1 | 2 | 4 | -0.4 | 1
Cc1cccc(C)c1NC(=O)CNCC(=O)N(C)C | 1 | -3 | 6 | -1.8 | 14 | 5 | 1 | -2.7 | 1
O=C(Nc1cccc(C(=O)N2CCOCC2)c1)NC1CCCCC1 | 12 | 2 | 0 | -4.1 | 7 | 3 | 0 | 0.0 | -2
CC(C)c1cc(C(=O)N/N=C/c2cccnc2)cs1 | 5 | -5 | -1 | -2.4 | -3 | -1 | 3 | -1.8 | 5
N#CC1CN(Cc2ccccc2)CN(Cc2ccccc2)C1 | -5 | -6 | 2 | -2.2 | 9 | 0 | 1 | -0.6 | 1
O=C(OCC(=O)C12CC3CC(CC(C3)C1)C2)c1ccc(O)cc1 | / | -19 | -4 | / | / | / | 1 | / | 5
Cc1ccc(C(=O)/C=C/c2c(C)nn(-c3ccccc3)c2Cl)cc1 | -4 | 4 | 2 | -0.9 | 1 | 17 | / | -4.4 | 3
Cc1csc(=O)n1CCC(=O)OCC(=O)c1c(N)n(CC(C)C)c(=O)n(C)c1=O | / | -14 | -3 | / | / | / | 0 | / | -2
COc1ccc(COC(=O)c2ccc(Cl)c(S(=O)(=O)N3CCOCC3)c2)cc1F | -3 | -25 | -6 | -3.6 | 7 | -18 | -3 | -1.9 | 3
CCOc1ccc(NC(=O)CN(C)C(=O)CCCc2c[nH]c3ccccc23)cc1OCC | / | -5 | -2 | / | / | / | -1 | / | 4
COc1ccc(CCNC(=O)/C=C/c2ccco2)cc1 | -2 | -19 | -7 | -4.5 | 4 | 41* | 1 | -4.0 | -4
O=C(COc1cccc(Cl)c1)Nc1ccccc1N1CCCCC1 | / | -13 | -2 | / | / | / | 3 | / | 4
CC1(C(=O)N(c2ccccc2)C(C(=O)NC2CCCC2)c2ccccn2)CC(=O)N=C2C=CC=CN21 (stereo not drawn) | -6 | -10 | 2 | -2.6 | 11 | 4 | 5 | 1.1 | -3
O=C(CSc1ccc(Cl)cc1)N1CCN(c2ccc([N+](=O)[O-])cc2Cl)CC1 | -6 | 1 | -6 | 0.0 | 0 | -11 | 1 | -1.1 | 0
Cc1ccc(NC(=S)N/N=C/c2ccc([N+](=O)[O-])s2)cc1 | -14 | -28 | -3 | -3.5 | 12 | 7 | -4 | -2.8 | 4
CC(=O)N1N=C(N)SC1(C)C | -5 | -4 | -5 | -1.2 | 7 | -3 | 10 | -3.0 | 0
CC(C)(C)NC(=O)C(c1ccc(F)cc1)N(CC1CCCO1)C(=O)c1csnn1 (stereo not drawn) | -19 | -14 | -8 | 1.7 | 8 | -6 | 4 | 0.5 | 1
CC(C)(C)C1CCc2onc(C(=O)Nc3ccc4c(c3)OCO4)c2C1 (stereo not drawn) | 0 | -4 | -8 | -0.5 | 17 | 7 | -6 | -3.2 | 4
COc1ccc(CCOC(=O)c2ccc(NC(=O)CC#N)cc2)cc1 | -7 | 16 | 2 | -0.8 | 7 | -1 | -2 | -0.8 | 2
Cc1cc(Cl)c(C)c(S(=O)(=O)Oc2ccccc2NC(=O)CCC(=O)O)c1Cl | / | -10 | 2 | / | / | / | -3 | / | 2
COc1ccc(-c2cc(C(F)F)n3ncc(C(=O)Nc4cc(C)on4)c3n2)cc1 | -6 | 3 | -4 | -0.5 | 19 | -13 | 8 | -1.4 | -4
